NR2E3 ag-1 = activates human NR2E3 receptor; hit rate 0.35% among 360,000; AID 602229; CHO-S Gal4-NCOR/VP16-NR2E3 two-hybrid, luciferase; inhibition of corepressor binding, % at 3.98 µM;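 active = inhibition above the mean of all tested compounds plus 3 SD, cut at about 70% in these data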;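 also: 0% = DMSO with NR2E3 transfected cells and 100% = cells lacking NR2E3 construct; higher means lower luciferase signal from less NR2E3 corepressor binding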
Target sequence (Q9Y5X4 whole entry, looked up, the tested form may be a part): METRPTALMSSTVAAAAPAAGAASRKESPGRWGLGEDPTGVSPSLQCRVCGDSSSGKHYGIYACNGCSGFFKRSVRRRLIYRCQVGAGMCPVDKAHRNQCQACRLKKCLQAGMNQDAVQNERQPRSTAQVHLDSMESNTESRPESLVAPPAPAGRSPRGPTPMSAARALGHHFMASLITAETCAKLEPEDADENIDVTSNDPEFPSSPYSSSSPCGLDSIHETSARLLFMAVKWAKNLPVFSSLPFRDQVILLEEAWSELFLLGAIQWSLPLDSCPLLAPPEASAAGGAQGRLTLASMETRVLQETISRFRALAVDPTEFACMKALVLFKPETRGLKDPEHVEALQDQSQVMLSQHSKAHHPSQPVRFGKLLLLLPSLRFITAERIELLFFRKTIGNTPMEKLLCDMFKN
hiPSC survival = increases survival of single human iPS cells; hiPSC single-cell survival, ATPlite luminescence; 100% = ROCK inhibitor wells, 0% = DMSO; survival enhancement, % at 20 µM; hit rate 0.044% among 360,000; AID 602274; in the data active = survival enhancement above about 18%;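 also: cells exposed to compounds for 16 hours before the ATP read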
Shn3 3UTR inh = reduces Shn3 3'UTR luciferase signal in osteoblasts; Clone20 osteoblast Shn3 3'UTR firefly luciferase, 24 h; hit rate 0.52% among 360,000; AID 588674; inhibition, % at 12.5 µM;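 active = mean inhibition of at least 75% with every replicate also reaching 75%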;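 also: 0% = median of neutral control wells and 100% = pilot-screen positive control compound; some compounds past the cut are filed as inactive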
KKLEB tox = CF airway cell cytotoxicity counter-screen | KKLEB CF airway cells viability, ATPlite luminescence, overnight; hits give low values; cells stimulated with P. aeruginosa culture filtrate | hit rate 0.36% among 360,000 | activity change (cytotoxicity), % at 5 µM;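 active = corrected activity change at or below -50% at 5 µM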
CF NFkB inh = blocks PAF-induced NF-kB reporter in cystic fibrosis cells. KKLEB NF-kB-GFP reporter, GFP fluorescence overnight. inhibition, % at 5 µM. hit rate 0.86% among 360,000. AID 588850;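 active = at least 50% inhibition at 5 µM, scaled per plate between neutral and stimulator controls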;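 also: PAF is a Pseudomonas aeruginosa culture filtrate used as stimulus; plate controls were PAF-stimulated DMSO wells for no effect and unstimulated DMSO wells for full effect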
HIF-2a inh = HIF-2a inhibition; 786-0 RCC cells HIF-2a reporter, luciferase luminescence, overnight; inhibition, % at 18.8 µM; hit rate 0.72% among 360,000; AID 624352;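 active = inhibition of the luminescence signal of 40% or more relative to plate controls, in a single-dose primary screen at 18.75 µM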
NR2E3 ag-2 = activates human photoreceptor nuclear receptor NR2E3; Q9Y5X4; GST-NR2E3/biotin-RetCOR TR-FRET, 1536-well; inhibition of corepressor binding, % at 4.78 µM; hit rate 0.12% among 320,000; AID 2300;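 active = percent inhibition above the cutoff of mean plus 3 SD of all tested compounds, set per screening campaign, cut at about 20% in these data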;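 also: 0% = DMSO wells and 100% = biotin wells as full block of FRET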
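Material: NR2E3–RetCOR corepressor complex / Incubation: Compound–protein incubation for 5 h at 4 °C / Dosing: compound at 4.8 µM, single dose / Detection: time-resolved FRET / Benchmarks: high control biotin, low control 0.6% DMSO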
TWEAK-Fn14 inh = blocks TWEAK-Fn14 interaction in a reporter cell assay; AID 1159606; TWEAK-stimulated Fn14 reporter cells, luciferase luminescence, 8 h; hit rate 2% among 360,000; inhibition, % at 10 µM; in the data active = inhibition above about 50%
Peg3 prom inh = Peg3 promoter activity inhibition. HeLa PEG-Prom luciferase reporter, luminescence, overnight. hit rate 1.7% among 360,000. inhibition, % at 20 µM. AID 588405;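 active = inhibition of at least 50% at 20 µM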
aDG glyco up = alpha-DG glycosylation activation | Pro5-aDG cells, alpha-DG glycosylation AlphaScreen (IIH6); 0% Pro5, 100% B10-LARGE cell signal | activation, % at 10 µM | hit rate 0.22% among 360,000;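 active = activation of at least 8% versus controls, or a plate z-score of at least 8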;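 also: Pro5 are CHO cells carrying HIG-tagged alpha-DG that lacks glycosylation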
MITF TRPM1 inh = inhibitors of MITF-driven TRPM1 promoter in melanoma cells; inhibition, % at 12.5 µM; SK-MEL-5 TRPM1 promoter luciferase, 24 h; hit rate 0.83% among 330,000;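 active = mean inhibition across replicates of 60% or more, whatever share of single replicates reaches that level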; also: values of inactives mirror those of a sister screen read the other way
* hit, by the source's call; · = no result given.

SMILES | NR2E3 ag-1 | hiPSC survival | Shn3 3UTR inh | KKLEB tox | CF NFkB inh | HIF-2a inh | NR2E3 ag-2 | TWEAK-Fn14 inh | Peg3 prom inh | aDG glyco up | MITF TRPM1 inh
Cc1ccc(NC(=O)Cn2cnc3c(cnn3C(C)(C)C)c2=O)cc1 | -12 | 6.0 | -34 | 2 | -6 | 10 | 2 | 5 | 0 | -0.1 | 3
COc1ccc(NC(=S)Nc2ccc(OC(F)F)cc2)cn1 | -23 | -0.5 | -15 | 4 | -14 | -28 | 2 | -16 | -29 | 0.5 | 0
Nn1c(SCC(=O)Nc2c(F)cc(F)cc2Br)nnc1C1CCCCC1 | 3 | 1.4 | -25 | -1 | 6 | 10 | -3 | -1 | -1 | -0.2 | -6
COc1ccc(OCC(=O)Nc2ccc(NC(=O)c3ccco3)c(C)c2)cc1 | -5 | 1.3 | -21 | 3 | -3 | 2 | · | -11 | -14 | -0.1 | -12
Cc1cc(C(C)(C)C)cc(C)c1CCNC(=O)c1ccc[n+]([O-])c1 | -10 | 1.4 | -4 | 4 | 7 | -7 | -1 | -70 | 16 | 0.0 | 7
O=C1NC[C@@H](c2ccccc2)OC(=O)[C@@H](Cc2ccc(F)cc2)C/C=C\C[C@@H]1CC(=O)N(CCO)Cc1ccccc1 | 12 | -2.1 | -19 | 6 | -10 | 1 | · | 7 | 33 | 0.2 | -14
COCCn1c(N2CCN(c3ccc(OC)cc3)CC2)nc2c1c(=O)[nH]c(=O)n2C | -9 | -0.2 | -3 | 3 | 16 | 10 | 3 | -9 | 14 | 0.1 | 4
Cc1c(NC(=O)c2ccccc2N(C)S(=O)(=O)c2ccccc2)c(=O)n(-c2ccccc2)n1C | -6 | 2.7 | 0 | -4 | -1 | 17 | -3 | -6 | -9 | -0.1 | -18
COc1ccc(C(=O)NC2CCN(C(=O)NCc3ccccc3)CC2)cc1 | -18 | -0.3 | -9 | 4 | -9 | 16 | -1 | 0 | 17 | 0.0 | -8
O=C(NC1CCCC1)C(c1cccs1)N(C(=O)c1ccco1)c1ccc2c(c1)OCO2 (stereo not given) | -8 | 0.2 | 13 | 14 | -5 | 16 | 4 | 6 | 14 | -0.2 | 10
COC(=O)c1ccc(C)c(NC(=O)Cc2coc3cc(OC)ccc23)c1 | 0 | -0.8 | 9 | 15 | 4 | -15 | 3 | -19 | 5 | -0.1 | 5
CCc1ccc2c(c1)C(c1ccc([N+](=O)[O-])cc1)=NNC(c1ccccc1)=N2 | -11 | -0.2 | 6 | -1 | 16 | -62 | 2 | -47 | -37 | 0.0 | -28
CCOc1ccc(N(CC(=O)N2CCN(c3ccccc3F)CC2)S(=O)(=O)c2c(C)noc2C)cc1 | -1 | -0.3 | 3 | -2 | -7 | 0 | 1 | -9 | -7 | -0.3 | -2
O=S(=O)(Nc1ccc(C(O)(C(F)(F)F)C(F)(F)F)cc1)c1cccc2ccccc12 | 14 | -1.0 | 3 | 2 | 14 | 2 | · | 24 | 23 | -0.2 | ·
CCC(CC)C(=O)N(C)c1c(C)nc2c(OCc3cc(Cl)cc(Cl)c3)cccn12 | 16 | -2.0 | -1 | 4 | -13 | 12 | · | 5 | 25 | 6.4 | ·
COc1ccc(C2CC(c3cccs3)=NN2C(=O)CCCC(=O)O)cc1OC (stereo not given) | -28 | -0.9 | 13 | 9 | 2 | -5 | · | 3 | -3 | -0.3 | ·
CN(Cc1ccc(F)cc1)C(=O)CCc1nnc(-c2ccccc2)o1 | -56 | -0.7 | -41 | -1 | -12 | -225 | 2 | -4 | -142 | 0.1 | -50
C[C@]12c3[nH]c4cc(-c5ccco5)ccc4c3CCN1C(=O)[C@@H](CC(=O)NCCN1CCOCC1)C[C@@H]2C(=O)N1CCCCC1 | -21 | -0.1 | -19 | 1 | -7 | -11 | · | 8 | -3 | 0.2 | -9
CCOc1ccc2[nH]c3c(NCCN(CC)CC)ncnc3c2c1 | 9 | 0.1 | -2 | 3 | -5 | 12 | 3 | -19 | 12 | 0.2 | 0
Cc1c(NC(=O)/C=C/c2ccc(S(=O)(=O)N3CCOCC3)cc2)c(=O)n(-c2ccccc2)n1C | -14 | 1.2 | -7 | 16 | -6 | 10 | -1 | 6 | 26 | 0.0 | 5
Cc1ccc(C(=O)N(CC(C)C)c2nc3ccccc3s2)o1 | -33 | 0.6 | 9 | -17 | 14 | -41 | 3 | 10 | -27 | 0.1 | -4
C(=C\c1ccccc1)/CNCC1CCCO1 (stereo not given) | -11 | -0.4 | -2 | -6 | -8 | 8 | 1 | -1 | -7 | -0.1 | 8
CC(C)(C)c1ccc(C(O)c2ncc(-c3ccccc3Cl)[nH]2)cc1 (stereo not given) | -17 | 0.5 | -10 | -13 | 15 | -13 | · | -8 | 21 | -0.1 | ·
COc1ccc(C(=O)CCC(=O)N2CCN(c3ccccc3)CC2)cc1 | -2 | 0.4 | -25 | 5 | -8 | 9 | 1 | -4 | -12 | -0.1 | -5
O=C(NCCc1c[nH]c2ccccc12)/C(=C/c1cccnc1)NC(=O)c1ccccc1 | -12 | 1.9 | 27 | 7 | -4 | 15 | -4 | 10 | 6 | -0.3 | 6
Continued:
SMILES | NR2E3 ag-1 | hiPSC survival | Shn3 3UTR inh | KKLEB tox | CF NFkB inh | HIF-2a inh | NR2E3 ag-2 | TWEAK-Fn14 inh | Peg3 prom inh | aDG glyco up | MITF TRPM1 inh
COc1cccc(CN(C)S(=O)(=O)c2ccccc2Br)c1 | -38 | 2.1 | 3 | -25 | 12 | -46 | · | 10 | -8 | 0.2 | -12
COc1ccc(-c2noc(CSc3nc(N)cc(=O)[nH]3)n2)cc1 | -11 | -0.4 | 21 | 9 | -19 | -26 | 3 | 27 | -37 | 0.4 | 8
CC[C@]12C(=O)N(C)C[C@H]([C@@H]3C(=O)N(Cc4ccccc4)C(=O)[C@@H]31)N2C(=O)c1ccccc1 | 10 | -1.8 | -1 | -5 | 5 | 12 | · | -5 | 1 | 0.1 | 0
COc1cc(/C=N/N2CCN(Cc3ccccc3)CC2)cc(OC)c1OC | -41 | 0.0 | -19 | 13 | 6 | -9 | · | -8 | 1 | 0.5 | ·
Nc1ccc2c(c1)sc1ccccc12 | -55 | -1.6 | -64 | 0 | 0 | 34 | 6 | -21 | -225 | -0.3 | -29
CCCCSc1nc2ccccc2n1CC(=O)O | -37 | -2.1 | -9 | 0 | -1 | 0 | 0 | 11 | -1 | -0.3 | -2
CCCCNC(=O)CCCCCNS(=O)(=O)c1ccc(Br)cc1 | 12 | -0.9 | -1 | 1 | -10 | 13 | -3 | 0 | -4 | 0.2 | 6
O=C(NCCN1CCOCC1)c1cc2n(n1)C(C(F)(F)F)CC(c1ccc(F)cc1)N2 (stereo not given) | -3 | 3.2 | 10 | 7 | -2 | -2 | 0 | -8 | 17 | 0.1 | -7
COC(=O)c1ccccc1NC(=O)CSc1n[nH]c(CC(C)C)n1 | -3 | -0.8 | -4 | -1 | -1 | 11 | 4 | -6 | 11 | 0.2 | -11
O=C(Cc1coc2ccc3ccccc3c12)Nc1nnc(C2CC2)s1 | -28 | 3.5 | 16 | -2 | 5 | -4 | 1 | -18 | 21 | 0.4 | 17
Cc1ccc(N(CCC#N)C(=O)COC(=O)c2nc3nc(C)cc(C)n3n2)cc1 | 4 | 3.1 | -7 | 8 | -23 | 9 | 3 | 10 | 3 | -0.1 | -16
O=C(COc1ccc(F)cc1Cl)Nc1ccc(S(=O)(=O)Nc2nccs2)cc1 | 7 | 0.3 | -24 | 7 | -18 | -89 | 0 | -23 | -57 | -0.1 | -71
CC1Cc2ccccc2N1C(=O)COC(=O)c1cccnc1Cl (stereo not given) | 19 | 0.1 | -16 | -4 | 12 | 3 | 4 | -10 | -3 | 0.1 | -9
Clc1ccc(CN(CC2CCCO2)C(c2cccs2)c2nnnn2C2CCCC2)cc1 (stereo not given) | -13 | -1.0 | 23 | -7 | 19 | 17 | 7 | 26 | 45 | 0.3 | -1
CCOC(=O)C1=C(C)NC2=C(C(=O)C(C(=O)OCC)C(c3cccc(OC)c3)C2)C1c1ccccn1 (stereo not given) | -27 | 1.0 | -8 | 4 | -4 | 12 | 0 | -23 | 13 | 0.5 | -1
Cc1ccsc1C1CC(=O)NC2=C1C(=O)CC(C)(C)C2 (stereo not given) | 1 | -0.4 | 16 | 2 | -2 | 28 | -1 | -3 | 13 | 0.0 | 2
COc1ccccc1CNC(=O)C1CCCN(S(=O)(=O)c2cccc3nsnc23)C1 (stereo not given) | -13 | -0.3 | -7 | 6 | 4 | 16 | -3 | -8 | 15 | -0.1 | 16
Cc1ccc(N(C(=O)c2csnn2)C(C(=O)NC2CCCC2)c2cccnc2)cc1 (stereo not given) | -15 | 1.0 | 2 | -14 | 24 | 21 | 0 | 2 | -10 | -0.1 | 1
O=C(O)c1cccc2c1C(=O)N(C1CCCC1)C2 | 19 | -0.2 | -7 | -8 | 4 | 15 | 0 | -14 | 12 | -0.1 | 4
COc1ccc(/C=C(\C#N)c2c[nH]c3ccccc23)cc1 | -25 | -0.6 | 7 | -4 | 16 | -169 | -1 | -38 | -131 | -0.2 | -7
CCOc1ccc(-c2nc(CSc3nnc(N)s3)cs2)cc1OC | -72 | -1.5 | -17 | -16 | 14 | -149 | 0 | 3 | -75 | 0.7 | -36
CC(C)COc1ccc(CNC(=S)N/N=C/c2ccc([N+](=O)[O-])cc2)cc1 | -23 | -2.2 | -7 | 8 | -3 | -19 | 2 | 10 | 11 | 0.0 | -4
CC1CCCC(NC(=O)CN(C)CC(=O)Nc2cccc(F)c2)C1C (stereo not given) | 8 | 0.3 | 3 | 3 | -21 | -3 | 1 | 15 | -4 | 0.0 | 9
CCOC(=O)CNC(=O)N1CCCC(CNS(=O)(=O)Cc2ccccc2)C1 (stereo not given) | 6 | -0.5 | -1 | 8 | 4 | 9 | 0 | 3 | -12 | -0.5 | -3
CCOC(=O)c1c(NC(=O)COC)sc2c1CCCC2 | -20 | -2.5 | -20 | -8 | -4 | -4 | 3 | -3 | -8 | -0.1 | 6
CN(C(=O)c1cccc(NC(=O)Cc2cccc(NC(=O)C3CCCN(C(=O)C4CCC4)C3)c2)c1)C1CCC1 (stereo not given) | -31 | 7.8 | -25 | 6 | -4 | 3 | · | 9 | -2 | 0.0 | 0
Clc1ccc(N=NN2CCOCC2)cc1 | 19 | 0.4 | -67 | -6 | -4 | -42 | -1 | -37 | -51 | 0.1 | -72

Part of the list above, as a markdown table.
| structure | NR2E3 ag-1 | hiPSC survival | Shn3 3UTR inh | KKLEB tox | CF NFkB inh | HIF-2a inh | NR2E3 ag-2 | TWEAK-Fn14 inh | Peg3 prom inh | aDG glyco up | MITF TRPM1 inh |
| --- | --- | --- | --- | --- | --- | --- | --- | --- | --- | --- | --- |
| CCOc1ccc2[nH]c3c(NCCN(CC)CC)ncnc3c2c1 | 9 | 0.1 | -2 | 3 | -5 | 12 | 3 | -19 | 12 | 0.2 | 0 |
| Cc1c(NC(=O)/C=C/c2ccc(S(=O)(=O)N3CCOCC3)cc2)c(=O)n(-c2ccccc2)n1C | -14 | 1.2 | -7 | 16 | -6 | 10 | -1 | 6 | 26 | 0.0 | 5 |
| Cc1ccc(C(=O)N(CC(C)C)c2nc3ccccc3s2)o1 | -33 | 0.6 | 9 | -17 | 14 | -41 | 3 | 10 | -27 | 0.1 | -4 |

Screening data from PubChem BioAssay.
